Screening results: PubChem, several laboratories
PKA-R2B act – activates the human PKA-R2B holoenzyme complex; 340,000 tested, 0.079% active; PKA-R2B holoenzyme dissociation, Cy5-IP20 fluorescence polarization; R2B truncated from residue 108, S112A mutant; 0% DMSO only, 100% 113 µM cGMP; activation, % at 11.4 µM; P22694+P31323; AID 504700;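 active means activation above a cutoff set at the mean over all compounds plus 3 SD, cut at about 18% in these data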;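 further: higher means more holoenzyme dissociation and a rise in polarization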
SR-BI uptake up – enhances SR-BI lipid uptake from DiI-HDL | CHO ldlA[mSR-BI] cells, DiI-HDL uptake fluorescence, 3 h; 100 = double the neutral-control signal | activation, % at 12.5 µM | 320,000 tested, 0.096% active | AID 504775;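 active means mean replicate activation of at least 60% and every replicate at or above 60%; inconclusive means mean or all-replicate condition met, but not both; inactive means mean below 60% and not all replicates reaching 60%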;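 further: 0% = median plate neutral-control signal and 100% = twice that signal; values of inactives mirror those of a sister screen read the other way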
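material = CHO ldlA[mSR-BI] cells | medium = Ham's F12 with 0.5% BSA, HEPES 25 mM, pH 7.4 | reagent = fluorescent DiI-HDL, 10 µg/mL final | compound dosing = single-point compound dose | incubation = 3 h, 37 °C | measured by = bottom-read fluorescence, 550/595 nm | measure = HDL uptake via cellular fluorescence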
CAL PDZ FP-1 – blocks peptide binding to the human CAL PDZ domain; Q9HD26; 300,000 tested, 0.92% active; purified CAL PDZ, TMR-peptide fluorescence polarization, 1 h; inhibition, % at 24.9 µM; AID 602252;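 active means mean inhibition of at least 30% with at least half of replicates also reaching 30%; inconclusive means no clear call, values can overlap the other calls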;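 further: 0% = DMSO neutral control and 100% = excess unlabeled competitor peptide PRC23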
Rtt109 HAT inh – inhibitors of Candida albicans Rtt109/Vps75 histone acetyltransferase | Q5AAJ8 | purified Rtt109/Vps75, ThioGlo CoA-SH fluorescence, 4 h | inhibition, % at 34.9 µM | 330,000 tested, 0.16% active;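 active means inhibition of at least 50% in every replicate; inconclusive means best replicate reaches 50% inhibition but some replicates fall short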
Target sequence (Q5AAJ8 whole entry, looked up): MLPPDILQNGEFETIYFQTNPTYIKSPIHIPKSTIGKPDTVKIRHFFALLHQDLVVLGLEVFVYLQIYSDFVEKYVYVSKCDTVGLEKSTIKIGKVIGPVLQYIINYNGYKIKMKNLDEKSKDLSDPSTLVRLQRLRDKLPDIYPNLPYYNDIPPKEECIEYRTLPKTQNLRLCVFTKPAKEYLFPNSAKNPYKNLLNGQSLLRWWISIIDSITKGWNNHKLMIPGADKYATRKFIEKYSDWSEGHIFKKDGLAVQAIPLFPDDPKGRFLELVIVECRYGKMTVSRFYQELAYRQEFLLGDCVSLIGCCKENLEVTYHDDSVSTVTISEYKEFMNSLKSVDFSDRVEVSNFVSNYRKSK
RTF Ca sens inh – cardiac RTF calcium desensitization. IANBD-labeled cardiac RTF, Ca2+ fluorescence. inhibition, % at 7.15 µM. 340,000 tested, 0.12% active. AID 493244;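 active means inhibition above the mean inhibition of all tested compounds plus 3 SD, cut at about 17% in these data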;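 further: assay run at fixed EC70 calcium of 1.6 mM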
CAL PDZ FP-2 – human CAL PDZ-peptide interaction inhibition. Q9HD26. purified CAL PDZ, TMR-peptide fluorescence polarization, 1 h. inhibition, % at 20 µM. 330,000 tested, 0.02% active. AID 504414;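 active means highest replicate inhibition of at least 40%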;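 further: plate controls were DMSO neutral control wells for no effect and unlabeled competitor peptide control wells for full effect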
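material = purified tagged CAL PDZ domain construct (CerCALP) | compound dosing = 20 µM, one dose | times = 1 h at RT | measured by = fluorescence polarization from S- and P-plane intensities, G-factor corrected | read-out = inhibition from polarization loss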
Keap1 Nrf2 FP – disrupts human Keap1 binding to Nrf2 peptide; Q14145; Keap1 Kelch-Nrf2 peptide fluorescence polarization, 1536-well; inhibition, % at 9.4 µM; 340,000 tested, 0.15% active; in the data active means inhibition above about 12%; inconclusive means no clear call, values can overlap the other calls; inactive means below about 7.3%;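 further: human Keap1 Kelch domain with fluorescein labeled Nrf2 9mer peptide probe; 0% = neutral control wells and 100% = peptide positive control; higher means more block of Keap1 binding to Nrf2 peptide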
Target sequence (Q14145 whole entry, looked up, the tested form may be a part): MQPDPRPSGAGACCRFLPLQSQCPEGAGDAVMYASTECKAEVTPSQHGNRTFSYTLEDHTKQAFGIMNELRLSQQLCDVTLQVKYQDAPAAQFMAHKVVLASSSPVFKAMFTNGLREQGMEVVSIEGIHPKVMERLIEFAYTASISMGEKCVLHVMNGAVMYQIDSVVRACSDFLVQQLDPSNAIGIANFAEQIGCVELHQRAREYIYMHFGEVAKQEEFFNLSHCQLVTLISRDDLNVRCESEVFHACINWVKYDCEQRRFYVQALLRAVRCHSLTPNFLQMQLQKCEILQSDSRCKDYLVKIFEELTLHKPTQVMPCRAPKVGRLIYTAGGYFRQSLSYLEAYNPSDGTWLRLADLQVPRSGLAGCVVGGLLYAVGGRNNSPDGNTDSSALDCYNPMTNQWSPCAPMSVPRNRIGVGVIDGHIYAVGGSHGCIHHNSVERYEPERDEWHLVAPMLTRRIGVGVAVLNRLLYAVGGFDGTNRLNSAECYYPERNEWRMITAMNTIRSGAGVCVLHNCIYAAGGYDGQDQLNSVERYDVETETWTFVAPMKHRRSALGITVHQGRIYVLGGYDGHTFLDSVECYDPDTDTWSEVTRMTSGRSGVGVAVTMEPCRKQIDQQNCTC
cardiac RTF act – cardiac RTF calcium sensitization. P19429+P45379. IANBD-labeled TnC RTF fluorescence at EC20 calcium; 0% EC20 calcium, 100% full calcium. activation, % at 7.2 µM. 340,000 tested, 0.24% active. AID 493008;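 active means activation above the mean over all tested compounds plus 3 SD, cut at about 30% in these data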;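 further: rise in fluorescence read as greater calcium sensitivity of cardiac thin filaments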
C-LANA FP – inhibitors of KSHV LANA C-terminal domain DNA binding; MBP-C-LANA/FAM-LBS DNA binding, fluorescence polarization; inhibition, % at 9 µM; 340,000 tested, 0.078% active;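 active means highest replicate inhibition at or above 60% at 9 µM, even if other replicates fall short; inactive means all replicates below 60% inhibition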;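 further: 0% = neutral control wells and 100% = 4 µM acridine orange control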
DAGLB inh – diacylglycerol lipase beta (human) inhibition; HEK293T DAGLB membrane lysate, EnzChek fluorogenic substrate; inhibition, % at 5.17 µM; 340,000 tested, 0.059% active; in the data active means inhibition above about 34%;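 further: 0% = enzyme with vehicle and 100% = wells lacking enzyme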
* marks the source's active call; other numbers are inactive results; u = inconclusive; x = not tested or not shown.

Preview, 3 compounds:
SMILES	PKA-R2B act	SR-BI uptake up	CAL PDZ FP-1	Rtt109 HAT inh	RTF Ca sens inh	CAL PDZ FP-2	Keap1 Nrf2 FP	cardiac RTF act	C-LANA FP	DAGLB inh
CC(=O)c1ccc(NC(=O)CC2S/C(=N/N=C3CCCCCC3)NC2=O)cc1 (stereo not given)	-7	11	x	1	-6	-0.2	1	-1	1.1	1
CC(=O)c1ccccc1NC(=O)CSc1n[nH]c(=O)n1C1CC1	-8	13	x	3	0	-0.2	4	-2	-1.5	0
C[C@H](NC(=O)C1CCN(S(=O)(=O)c2ccccc2)CC1)C(=O)NCc1ccc(Cl)cc1Cl	-2	-28	5	u	-2	-0.5	1	-6	-0.4	1

The list itself, repeating the preview:
SMILES	PKA-R2B act	SR-BI uptake up	CAL PDZ FP-1	Rtt109 HAT inh	RTF Ca sens inh	CAL PDZ FP-2	Keap1 Nrf2 FP	cardiac RTF act	C-LANA FP	DAGLB inh
CC(=O)c1ccc(NC(=O)CC2S/C(=N/N=C3CCCCCC3)NC2=O)cc1 (stereo not given)	-7	11	x	1	-6	-0.2	1	-1	1.1	1
CC(=O)c1ccccc1NC(=O)CSc1n[nH]c(=O)n1C1CC1	-8	13	x	3	0	-0.2	4	-2	-1.5	0
C[C@H](NC(=O)C1CCN(S(=O)(=O)c2ccccc2)CC1)C(=O)NCc1ccc(Cl)cc1Cl	-2	-28	5	u	-2	-0.5	1	-6	-0.4	1
CCC(c1nc2ccccc2c(=O)n1-c1nc2ccccc2s1)N1C(=O)c2ccccc2C1=O (stereo not given)	-4	15	-2	1	2	-0.6	-2	-5	-0.5	-5
O=C(c1ccccc1)c1ccc(O)cc1O	-2	x	7	3	-238	-0.9	59*	157*	103*	-24
Cn1cc(C(=O)CCl)c2ccccc21	0	2	-3	1	-5	-4.2	-1	0	-0.4	1
COc1cccc(-c2nc(CS(=O)(=O)CC(=O)Nc3ccccc3C)c(C)o2)c1	-3	-13	5	24	-9	0.2	3	-3	-0.5	0
CC(=O)NCCc1ccc(C(=O)COC(=O)c2ccco2)cc1	-2	9	-6	1	1	-0.3	-8	-2	0.7	2
CCCCC1=C(C(=O)OCC)C(C(=O)OCC)Oc2ccccc21 (stereo not given)	-4	19	-2	-2	-3	0.4	-8	2	-0.5	-10
CC(C)CCNC(=O)CNC(=O)c1cccs1	-3	26	-5	4	1	0.4	3	-8	-0.2	0
O=C(O)c1cc2c([nH]c1=O)CCCC2	-6	1	-1	2	2	x	-5	1	-0.4	-1
COc1ccc(Cl)cc1N(C(=O)c1ccco1)C(C(=O)NC1CCCC1)c1ccncc1 (stereo not given)	4	-7	-3	2	-8	-1.2	2	-4	-0.6	0
Cn1nc(C(F)(F)F)c2cc(C(=O)Nc3ccc(F)c(Cl)c3)sc21	-16	-73	-4	-2	-2	-3.9	0	-2	-1.2	-11
CC1CCC(NC(=O)CN2C(=O)NC(C)(C)C2=O)CC1 (stereo not given)	4	13	-6	7	8	1.6	-3	3	-0.1	1
Cc1cc(C)c(NC(=O)c2ccccc2N(C)S(C)(=O)=O)c(C)c1	1	9	-2	6	-2	0.0	-4	8	1.0	2

Reprinted at random: 2 records from the list
SMILES	PKA-R2B act	SR-BI uptake up	CAL PDZ FP-1	Rtt109 HAT inh	RTF Ca sens inh	CAL PDZ FP-2	Keap1 Nrf2 FP	cardiac RTF act	C-LANA FP	DAGLB inh
COc1ccc(Cl)cc1N(C(=O)c1ccco1)C(C(=O)NC1CCCC1)c1ccncc1 (stereo not given)	4	-7	-3	2	-8	-1.2	2	-4	-0.6	0
O=C(O)c1cc2c([nH]c1=O)CCCC2	-6	1	-1	2	2	x	-5	1	-0.4	-1

The list continues:
SMILES	PKA-R2B act	SR-BI uptake up	CAL PDZ FP-1	Rtt109 HAT inh	RTF Ca sens inh	CAL PDZ FP-2	Keap1 Nrf2 FP	cardiac RTF act	C-LANA FP	DAGLB inh
COc1ccc(CNCC(O)COc2ccc(C)cc2[N+](=O)[O-])cc1 (stereo not given)	0	7	-1	-1	-1	-0.7	-5	1	-0.7	-2
CCCCc1cc(=O)oc2cc(C)cc(OC(C)C(=O)NC(Cc3c[nH]c4ccc(O)cc34)C(=O)O)c12 (stereo not given)	2	0	-2	3	3	0.4	-3	2	2.4	3
CC[C@@H]1C(c2ccccc2)=NN(c2ccccc2)[C@H]1C(=O)N1CCOC1=O	-5	-6	0	-10	-8	0.4	-7	-2	1.7	-1
CCOC(=O)c1sc(NC(C)=O)nc1C	-6	2	0	7	3	-0.3	-2	0	-1.3	0
Cc1cc(SCC2=NNC(=O)C2)c(Cl)cc1Cl	-10	-20	-2	-1	-7	-1.9	-5	2	1.3	19
O=C(Cn1c(=O)oc2ccccc21)N1CCN(S(=O)(=O)c2ccccc2)CC1	4	x	u	3	-5	-1.5	-4	4	-0.7	1
CCOC(=O)c1c(C)[nH]c(C)c1C(=O)COC(=O)c1cccc(C)c1O	-14	11	2	-8	3	-1.6	-1	-1	4.2	-2
CCCn1c(SCC(=O)N2CCN(c3ccc(OC)cc3)CC2)nc2c1c(=O)n(C)c(=O)n2C	-2	15	x	3	1	-2.6	-4	-4	-0.5	0
COc1ccccc1OCC(=O)Nc1ccc(-c2nnc(-c3ccco3)o2)cc1	3	-36	-2	-1	-4	2.0	0	-2	-0.1	-3
Cc1nc2ccccn2c1-c1ccnc(SCc2ccc(Cl)cc2)n1	-3	5	-4	-14	-12	-2.3	-5	4	0.2	-1
CCC(C(=O)Nc1cc(Cl)ccc1OC)c1ccccc1 (stereo not given)	-4	-18	-1	6	6	-2.7	-3	1	-0.9	-10
O=S1(=O)CC/C(=N/Nc2ccc(C(F)(F)F)cn2)c2cc(F)ccc21	-9	-9	1	-21	0	-0.1	-2	1	0.6	-6
Cc1ccc(N(C)C(=O)c2cc(S(=O)(=O)N3CCCC3)cn2C)cc1	-4	27	x	9	3	-0.2	0	-1	0.5	1
COc1ccccc1C1(CC(=O)N2CCOCC2)CCOC(C(C)C)C1 (stereo not given)	0	-14	x	3	5	-0.4	-6	13	0.7	2
CC1CCCCC1n1c(-c2cccnc2)n[nH]c1=S (stereo not given)	1	23	23	x	0	-0.2	4	3	-1.4	2

Among those listed so far, these have a thiophene ring, fused or not:
SMILES	PKA-R2B act	SR-BI uptake up	CAL PDZ FP-1	Rtt109 HAT inh	RTF Ca sens inh	CAL PDZ FP-2	Keap1 Nrf2 FP	cardiac RTF act	C-LANA FP	DAGLB inh
CC(C)CCNC(=O)CNC(=O)c1cccs1	-3	26	-5	4	1	0.4	3	-8	-0.2	0
Cn1nc(C(F)(F)F)c2cc(C(=O)Nc3ccc(F)c(Cl)c3)sc21	-16	-73	-4	-2	-2	-3.9	0	-2	-1.2	-11

More compounds follow.
SMILES	PKA-R2B act	SR-BI uptake up	CAL PDZ FP-1	Rtt109 HAT inh	RTF Ca sens inh	CAL PDZ FP-2	Keap1 Nrf2 FP	cardiac RTF act	C-LANA FP	DAGLB inh
COc1ccccc1CN1CCNC(=O)C1CC(=O)N(C)CC1CCOCC1 (stereo not given)	-9	1	-4	-7	-10	-1.0	0	5	-0.5	-2
CC(C)Oc1cc(C(=O)N2CCC(N3CCCCC3)CC2)ccc1Nc1nnc(Cl)c(Nc2ccccc2S(C)(=O)=O)n1	3	13	-2	-2	-19	-1.8	-2	-1	-0.9	-3
COc1ccc(Br)cc1CNc1ccc(S(N)(=O)=O)cc1	-6	-1	-3	-4	6	-0.9	-5	-2	-0.5	0
O=C(CSc1c[nH]c2ccccc12)NCc1ccc2c(c1)OCO2	-9	-11	-6	-8	-9	-4.0	-4	11	3.6	-1
CCOc1ccccc1C1C(C(N)=O)=C(C)Nc2nc(-c3ccc(OC)cc3)nn21 (stereo not given)	-13	13	-4	-3	-4	-4.3	3	2	-0.8	2
O=C(COC(=O)C1CC(=O)N(c2ccccc2)C1)c1ccccc1 (stereo not given)	-8	6	x	-11	-4	0.8	1	3	0.5	-2
Cn1c(-c2ccccc2)cnc1SCC(=O)N1CCCc2ccccc21	3	18	6	8	5	-0.2	4	2	2.0	-5
COc1ccc(NC(=O)Nc2ccc3c(c2)CC(=O)N([C@H](C)CO)C[C@@H](C)[C@H](CN(C)C(=O)Nc2ccccc2)O3)cc1	-8	-70	-2	15	-10	0.4	-4	4	0.1	-1
CCN1CCCC1CNC(=O)CS(=O)(=O)Cc1nc(-c2ccccc2C)oc1C (stereo not given)	4	-4	x	-1	-10	-0.6	-4	7	0.4	1
Cc1cccc(N(CC(=O)N2CCN(c3ccc(F)cc3)CC2)S(C)(=O)=O)c1C	x	5	-2	-1	x	-1.0	-1	x	-0.7	x
Cc1ccc(OCCCC(=O)Nc2ccc(S(=O)(=O)Nc3cc(C)nc(C)n3)cc2)cc1	5	-1	x	7	-14	0.2	-3	3	-0.3	3
COc1ccc(NC(=O)Nc2cc(C(C)(C)C)on2)cc1OC	-8	-8	0	-1	1	-2.2	2	0	-0.4	2
Cn1c(CN2CCCC2)nc2cc(NC(=O)c3ccc(Cl)cc3)ccc21	-3	-47	-4	-1	-5	7.7	-3	4	-8.9	1
COc1cccc(OC)c1C(=O)Nc1nnc(-c2ccc(F)cc2)s1	2	-5	x	9	6	-1.2	-1	-2	0.2	0
O=C(NC(Cc1ccccc1)C(=O)O)/C(=C\c1ccc(F)cc1)NC(=O)c1ccco1 (stereo not given)	0	-4	-8	-1	0	0.5	5	-10	-1.1	-1
COc1ccc(-n2c(-c3cnccn3)n[nH]c2=S)cc1	-5	32	-1	10	0	x	0	-4	0.3	1
Nc1nc(SCc2ccccc2)c2[nH]cnc2n1	3	-1	-4	-3	-8	0.0	4	-4	2.8	0
CC1(C)CCc2nc(SCc3ccccc3)c(C#N)cc2C1	-12	-28	0	-4	-6	0.5	0	-2	-0.2	-9
Cc1ccccc1Nc1nc(Cl)c(C=O)s1	-6	-6	x	0	1	0.0	-2	9	6.9	1
Cc1ccc(C(=O)OCCc2sc[n+](Cc3ccccc3)c2C)cc1	12	5	-2	-1	3	-0.3	-1	0	0.3	2
COc1ccc(NC(=O)CCCn2c(=O)[nH]c3ccccc3c2=O)cc1	-3	-6	2	x	-6	-3.6	-4	1	0.2	2
COc1cc(/C=C2/C(=O)NN(c3ccc(F)cc3)C2=O)cc(Cl)c1O	0	-14	-7	-2	-3	-0.3	-4	-4	-0.2	10
Cn1nnnc1SCCOc1ccc(C#N)cc1	0	-15	2	1	0	x	-3	17	-0.4	-1
Cc1cc(C)n(CCCNC(=O)c2cc(COc3ccc(C)c(C)c3)on2)n1	-4	-6	-3	-2	-3	0.0	-2	-1	0.6	3
